14-3-3 PPI = modulators of human 14-3-3 gamma - Raf peptide interaction. FP, 14-3-3gamma / TMR-pS259-Raf peptide binding. inhibition, % at 40 µM. AID 422. 160,000 tested, 0.19% active. P61981; in the data active = inhibition above about 30%;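 also: 0% = protein plus tracer without compound and 100% = blank with tracer alone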
Target sequence (P61981 whole entry, looked up): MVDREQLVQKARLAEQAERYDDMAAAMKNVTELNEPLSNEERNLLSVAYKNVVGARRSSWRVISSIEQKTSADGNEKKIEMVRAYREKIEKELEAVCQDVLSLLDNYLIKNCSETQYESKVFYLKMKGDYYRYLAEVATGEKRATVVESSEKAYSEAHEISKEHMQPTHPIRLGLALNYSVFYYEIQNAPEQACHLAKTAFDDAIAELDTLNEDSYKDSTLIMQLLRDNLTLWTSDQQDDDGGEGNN
The depositor's hits bear a star; + = active, no number; & = joins results of further samples. Only part of the results is shown; rates above refer to the full screens.

SMILES | 14-3-3 PPI
Oc1ccccc1C=Nc1ccccc1-c1nnc2n1CCCCC2 | 2
Fc1ccc(CNc2ncnc3c2cnn3-c2ccc(Cl)cc2)cc1 | 1
OCc1cn(-c2ccccc2)nc1-c1ccc2c(c1)OCCO2 | -3
O=S(=O)(c1ccc(-c2csc(Nc3cccc4ccccc34)n2)cc1)N1CCOCC1 | 3
c1ccc(CNc2nc3ccccc3n3cnnc23)nc1 | -2
Cc1noc(C)c1S(=O)(=O)Nc1ccccc1F | -2
O=C1CCc2cc(S(=O)(=O)N3CCCC3C(=O)N3CCN(c4ccccc4F)CC3)ccc2N1 (stereo unspecified) | -1
CC1(C)CC(=O)C2=C(C1)N(CC1CCCO1)C1=C(C(=O)CC(C)(C)C1)C2c1ccccc1O (stereo unspecified) | 0
Cc1ccc(CN2C(=O)C3C(c4ccc(C)cc4)OC4(C(=O)c5ccccc5C4=O)C3C2=O)cc1 (stereo unspecified) | 3
Cc1cc(NS(=O)(=O)c2ccc(NC(=O)C(C)(C)C)cc2)no1 | -12
O=C1CCCc2c1[nH]c1ccc(C34CC5CC(CC(C5)C3)C4)cc21 | -6
COc1cc(C)ccc1S(=O)(=O)NCc1ccco1 | -6
CCc1ccc(OCC2c3cc(OC)c(OC)cc3CCN2C(=O)c2ccccc2[N+](=O)[O-])cc1 (stereo unspecified) | 3
CCN(CC)c1ccc(N=Cc2ccc(N(CC)CC)cc2O)cc1 | -31
Nc1ccc(C(=O)O)c([N+](=O)[O-])c1 | 0
CCOc1ccc(S(=O)(=O)NCc2ccc(OC)cc2)c2cccnc12 | 2
c1ccc2sc(NC3=NCN(Cc4ccc5c(c4)OCO5)CN3)nc2c1 | -1
Cc1ccc(-c2csc(NC(=O)c3ccc(S(=O)(=O)N(C)c4ccccc4)cc3)n2)c(C)c1 | -59
CCC(C)NC(=O)C1CCCN(C(=O)Nc2ccc(F)cc2)C1 (stereo unspecified) | 0
COc1ccc(S(=O)(=O)Nc2ccccc2C(N)=O)cc1OC | -11
COC(=O)C1=C(C)NC(=O)NC1c1cn(-c2ccccc2)nc1-c1ccc(OC)c(OC)c1 (stereo unspecified) | -1
CCc1nc(C)cn1S(=O)(=O)c1cc(C)c(OC)cc1C | -1
COc1ccccc1-n1cc(-c2ccc(C)cc2)nc1S(=O)(=O)CC(=O)Nc1cccc(Cl)c1 | -13
C(=N\n1cnnc1)/c1cccc2ccccc12 | -4
COC(=O)c1ccc2c(=O)[nH]c3c(C(=O)NCC4CCCO4)sc(=S)n3c2c1 (stereo unspecified) | -57

Brought forward from above: five compounds, then new ones.
SMILES | 14-3-3 PPI
COC(=O)C1=C(C)NC(=O)NC1c1cn(-c2ccccc2)nc1-c1ccc(OC)c(OC)c1 (stereo unspecified) | -1
CCc1nc(C)cn1S(=O)(=O)c1cc(C)c(OC)cc1C | -1
COc1ccccc1-n1cc(-c2ccc(C)cc2)nc1S(=O)(=O)CC(=O)Nc1cccc(Cl)c1 | -13
C(=N\n1cnnc1)/c1cccc2ccccc12 | -4
COC(=O)c1ccc2c(=O)[nH]c3c(C(=O)NCC4CCCO4)sc(=S)n3c2c1 (stereo unspecified) | -57
Oc1cccc2ccc(C=Cc3ccc4c(c3)OCO4)nc12 | 1
Cc1nc2nc[nH]n2c(=O)c1NS(=O)(=O)c1ccc2ccccc2c1 | -2
CCn1cc(C(=O)O)c(=O)c2cc(S(=O)(=O)N(C)C3CCCCC3)ccc21 | -8
Cc1nn(-c2ccccc2)c(C)c1C(=O)Nc1nnc(-c2ccco2)o1 | 2
CC1=C(C(=O)OC(C)C)C(c2cccc(F)c2)n2ncnc2N1 (stereo unspecified) | -1
O=C(Nc1ccc(F)cc1)C1CCN(S(=O)(=O)c2ccc(Cl)cc2)CC1 | 1
O=C(CCS(=O)(=O)c1cccs1)Nc1ccc(C(=O)NCc2cccs2)cc1 | -4
c1cc(N2CCCC2)ccc1C(c1nnnn1C1CCCCC1)N1CCOCC1 (stereo unspecified) | -15
O=C(O)CCC(=O)OCC=Cc1ccccc1 | -9
COc1ccc(Br)cc1S(=O)(=O)NCc1ccccn1 | 2
C=CCn1c(C)nc2c(cnn2-c2ccccc2)c1=O | -23
COc1ccc(CC(=O)Nc2cc(C)cc(C)c2)cc1 | 5
CCCCC(=O)Nc1scc2c(C(=O)OCC)nn(-c3ccccc3)c(=O)c12 | -5
O=C(NCc1cccnc1)c1ccc2c(=O)n(-c3ccc(F)cc3)c(=S)[nH]c2c1 | 3
O=C(Cn1cccc1)NC1CCCCCC1 | 0
CC1(C)CCCC2=C1CC1C(=O)N(Cc3cccnc3)C(=O)C1C2 (stereo unspecified) | -3
CC(=O)N1CCc2cc(S(=O)(=O)NC(C(=O)N3CCN(c4ccc(Cl)cc4)CC3)C(C)C)ccc21 (stereo unspecified) | -18
Cc1cccc(C(=O)N(C)c2nnc(-c3ccncc3)s2)c1 | 0
O=C1C(=O)N(CCCCN2C(=O)C(=O)c3ccccc32)c2ccccc21 | -30
COC(=O)Cc1nc(N2CCN(c3ccc([N+](=O)[O-])cc3)CC2)c2c(C)c(C)sc2n1 | 3
CCN(CC)c1ccc(NC(=O)CCS(=O)(=O)c2cccc3nsnc23)c(C)c1 | -9
CCCN1C(=O)CN(C2CCC(C)CC2)C(=O)C1c1ccc(OC)c(OC)c1 (stereo unspecified) | -4
CCCn1nnc2sc3c(c2c1=O)CCC(C)C3 (stereo unspecified) | -2
CCOC(=O)C1CCCN(C(=O)C2CCN(S(=O)(=O)N3CCC4(CC3)OCCO4)CC2)C1 (stereo unspecified) | 5
O=C(CNCc1ccco1)Nc1ccccc1-n1cccc1 | -8
The list continues:
SMILES | 14-3-3 PPI
O=C(NCCCN1CCOCC1)C1CCCN(c2nc3ccccc3o2)C1 (stereo unspecified) | 10
CN1C(=O)c2cccc3cccc1c23 | 1
Cc1cc(C)n(-c2nc3ccccc3c3nc(C)nn23)n1 | 2
O=C1c2cccc3c(NCCCO)ccc(c23)C(=O)N1CCCO | +
CN1CCc2nc(SCC(=O)Nc3ccc(F)cc3)c(C#N)cc2C1 | 5
CSc1ccc(-c2cc(-c3cccnc3)c3c(ccc4ccccc43)n2)cc1 | 0
CN(C)c1ccc2c(c1)OC(N)=C(C#N)C2c1cccc(F)c1 (stereo unspecified) | -29
CCOC(=O)c1cc(-c2ccccc2)sc1NC(=O)COc1ccc([N+](=O)[O-])cc1 | 1
COc1ccc(C(=O)SC2=NCCS2)cc1 | -3
COc1ccc(S(=O)(=O)N2CCN(C)CC2)c2ccccc12 | 2
COc1cc(OC)cc(-n2c(=O)c3sccc3n(CC(=O)NCC3CCCO3)c2=O)c1 (stereo unspecified) | -8
COc1ccc(N2CCN(Cc3nc(N)nc(Nc4ccc(C)c(Cl)c4)n3)CC2)cc1 | -6
O=C(CSc1cccc2cccnc12)Nc1ccc2ccccc2c1 | -12
CCC(=O)OCCNc1nc(-c2ccccc2)nc2ccccc12 | -8
COc1ccc(N2CCN(C(=O)c3coc(=O)c4ccccc34)CC2)cc1 | -10
COc1c2c(nc3occc13)C(CCC(C)(C)O)(OC)C(O)CC2 (stereo unspecified) | -5
Cc1ccc(N2C(=O)CSC2c2cc3c(cc2[N+](=O)[O-])OCO3)cc1 (stereo unspecified) | -6
COc1cc(-n2c(C)nc3cc(C(=O)O)ccc32)cc(OC)c1OC | 3
CSC1=NCCN1C(=O)Cc1ccccc1 | -2
O=C(Nc1ccc2oc(-c3ccccc3F)nc2c1)c1cncc(Br)c1 | -11
O=C1C2C3C=CC(C3)C2C(=O)N1c1ccccc1[N+](=O)[O-] (stereo unspecified) | -5
O=C1c2ccccc2C(=O)c2c1cccc2S(=O)(=O)N1CCOCC1 | -5
Cc1csc(NC(=O)c2c(O)c3ccccc3[nH]c2=O)n1 | -12
Cc1cc(C)n(-c2nc3ccccc3nc2N2CCCCCC2)n1 | -9
CCCCCNC(=O)c1ccc2c(=O)n(CCOC)c(=O)[nH]c2c1 | -2
(continued)
SMILES | 14-3-3 PPI
Cc1ccc(S(=O)(=O)Nc2nc3ccccc3s2)cc1 | -5
CCOc1cc2c(cc1OCC)C(CN1C(=O)c3ccccc3C1=O)=NCC2 | 0
COCCNC(=O)C1c2ccccc2C(=O)N2CCc3ccccc3C12 (stereo unspecified) | -5
Cc1nn2c3cc(N4CCOCC4)ccc3nc2c2ccccc12 | -10
c1nnc2c3c4c(sc3ncn12)CCCC4 | 1&-8
Cc1cc(NC(=O)C(C(F)(F)F)C(F)(F)F)no1 | -26
CC1CCCN(CC(=O)Nc2ccc(S(=O)(=O)N3CCCCCC3)cc2)C1 (stereo unspecified) | -3
COc1ccc(-c2onc3ccc(Cl)cc23)cc1 | -8
COc1ccc(N2CCN(C(=O)CSc3nnc4nc(C)cc(C)n34)CC2)cc1 | 1
O=S1(=O)CC(Cl)C(Cl)C1 (stereo unspecified) | 0
CCCC1C(C#N)=C(N)Oc2cc(C)n(C)c(=O)c21 (stereo unspecified) | -10
COC(=O)c1cccc(NC(=O)CSc2nc(C)cc(=O)[nH]2)c1 | -14
Cc1ccc(NS(=O)(=O)c2cccs2)nc1 | 0
CN(C(=O)CCN1C(=O)C2C3C=CC(C3)C2C1=O)c1ccccc1 (stereo unspecified) | -6
CCOC(=O)c1ccc(Oc2nc(NC)nc(OC)n2)cc1 | 3
CCOC(=O)C1=C(C)NC2=C(C(=O)C(C(=O)OC)C(C)C2)C1c1cc(Br)c(OC)c(OCC)c1 (stereo unspecified) | 4
Cc1ccc(-c2cc(C(F)(F)F)n3ncnc3n2)cc1 | -4
Cc1ccc(-c2noc(CCC(=O)NCc3ccc4c(c3)OCO4)n2)cc1 | -2&-2
CCc1ccc(OCC(=O)NCCc2ccc(Cl)cc2)cc1 | -1
CCn1cc(C(=O)Nc2cc3c(cc2NC(C)=O)OCCO3)c(=O)c2ccc(C)nc21 | -13
CNC(=O)NC1CCS(=O)(=O)C1 (stereo unspecified) | -16
COC(=O)c1c(C)oc2ccc(N(C(=O)c3ccncc3)S(=O)(=O)c3ccccc3)cc12 | -10
Cc1c(Cl)cccc1NC(=O)C(C)N(c1ccccc1)S(C)(=O)=O (stereo unspecified) | -5
Cc1cc([N+](=O)[O-])nn1CCCC(=O)Nc1sc2c(c1C#N)CCCC2 | -9
COc1ccc(-c2cc(C(F)(F)F)n3nc(-c4ccccc4)cc3n2)cc1 | -4

Entries shown so far with a thiophene ring, fused or not, in the order listed:
SMILES | 14-3-3 PPI
O=C(CCS(=O)(=O)c1cccs1)Nc1ccc(C(=O)NCc2cccs2)cc1 | -4
CCCCC(=O)Nc1scc2c(C(=O)OCC)nn(-c3ccccc3)c(=O)c12 | -5
COC(=O)Cc1nc(N2CCN(c3ccc([N+](=O)[O-])cc3)CC2)c2c(C)c(C)sc2n1 | 3
CCCn1nnc2sc3c(c2c1=O)CCC(C)C3 (stereo unspecified) | -2
CCOC(=O)c1cc(-c2ccccc2)sc1NC(=O)COc1ccc([N+](=O)[O-])cc1 | 1
COc1cc(OC)cc(-n2c(=O)c3sccc3n(CC(=O)NCC3CCCO3)c2=O)c1 (stereo unspecified) | -8
c1nnc2c3c4c(sc3ncn12)CCCC4 | 1&-8
Cc1ccc(NS(=O)(=O)c2cccs2)nc1 | 0
Cc1cc([N+](=O)[O-])nn1CCCC(=O)Nc1sc2c(c1C#N)CCCC2 | -9

(cont.)
SMILES | 14-3-3 PPI
Cc1cc(C)nc(NC(=NS(=O)(=O)Cc2ccccc2)Nc2ccccc2)n1 | -4
CC(=O)c1c(C(C)=O)c(C)n(NC(=O)c2ccccc2O)c1C | -2
Cn1c(CNc2cccc(Br)c2)c(C#N)c2ccccc21 | -1
COc1ccc(NC(=O)CSc2nc3cc(OC)c(OC)cc3c3nc(C)nn23)cc1Cl | -20
CCOC(=O)CN1CC23C=CC(O2)C(C(=O)NC2CCCCCC2)C3C1=O (stereo unspecified) | -4
CCN(CC)CCC(=O)NC(C)(C)Cc1ccc(O)cc1 | -2
Cc1nnc2n(-c3ccccc3)c(=O)c3c4c(sc3n12)CC(C)CC4 (stereo unspecified) | 2
C=CCNc1nc(NC(C)(C)CO)nc(OCC)n1 | -2
Cc1ccc(C(c2nnnn2CCC(C)C)N2CCN(C)CC2)cc1 (stereo unspecified) | -1
Cc1nc2c(C(=O)NCCC3=CCCCC3)c[nH]n2c(=O)c1Cl | -9
CCOC(=O)c1sc(=S)n(CCc2ccccc2)c1N | -1
COc1cccc(OCC(O)CN2CCC(CN3C(=O)c4cccc5cccc(c45)C3=O)CC2)c1 (stereo unspecified) | -3
O=C(CN1CCN(Cc2ccc(F)cc2)C1=O)NC1CCCC1 | 0
CC(C)C(C(=O)Nc1ccc2c(c1)OCCO2)N1C(=O)c2ccccc2C1=O (stereo unspecified) | -4
Cc1ccc(Nc2cc(C(=O)NCc3ccco3)c3ccccc3n2)cc1C | 1
CCN(CC)S(=O)(=O)c1ccc(C(=O)Nc2c3c(nn2-c2cc(C)cc(C)c2)CSC3)cc1 | 1
CSC(N)=NCCC[C@H](N)C(=O)O | -3
O=C1CC(c2ccccc2Cl)CC2=C1C(c1ccsc1)Nc1ccccc1N2 (stereo unspecified) | -6
O=C(Cn1ncc2c(=O)oc3ccccc3c21)N1CCCc2ccccc21 | -4
O=C(CSc1nc2ccccc2c(=O)n1Cc1ccco1)NCCc1ccccc1 | 0
COc1cc2[nH]c(=S)nc(NC3CCCCCC3)c2cc1OC | -2
CCOc1cc2[nH]c(=O)n(CCCN3CCCC3=O)c(=O)c2cc1OCC | -2&-2
COc1ccc2cc(C3=CC(c4ccc(Br)cc4)n4ncnc4N3)ccc2c1 (stereo unspecified) | -27
O=C1c2ccccc2C(=O)c2cc(Br)ccc21 | -6
Cc1ccccc1OCCSc1nc2ccccc2n1CCO | 2
The listing continues:
SMILES | 14-3-3 PPI
Cc1nc(-c2coc3c(C)c(O)ccc3c2=O)cs1 | -4
CCCCNC(=O)Cn1cnc2c(cnn2-c2ccc(C)c(C)c2)c1=O | -16
CN1CCN(c2ccccc2NC(=O)CCc2nc(-c3cccs3)no2)CC1 | -10
O=C(O)CCNc1cc2ccccc2cc1C(=O)O | -2&-6
COc1cccc(-n2ccnc2SCC(=O)Nc2cccc(C)c2C)c1 | -3
Cc1c(/C(O)=C2/C(=O)C(=O)N(Cc3cccnc3)C2c2cccs2)cnn1-c1ccccc1 (stereo unspecified) | -2
CCc1ccc(CNC(=O)CCS(=O)(=O)Cc2ccc(C)cc2)cc1 | -4
